# Assay outcomes: PubChem BioAssay, National Center for Advancing Translational Sciences (NCATS)
# HTT aggregate – qHTS Multiplex Assay to Identify Dual Action Probes in a Cell Model of Huntington: Aggregate Formation (GFP); PC12 HttQ103-GFP aggregates, Acumen cytometry, 40 h; hit rate 1.1% among 220,000; Potency, µM (highest dose often 46.1 µM), for the others: at the highest dose activity change, negative = inhibition, hits mostly inhibitors; AID 1688, 2009; also: % is scaled to controls: 0 for no effect and ±100 for the full control effect; nearly all actives have a fitted effect of over 60% in size
#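 Ecdysone-promoter PC12 model expressing HTT exon 1 Q103 fused to GFP, induced by tebufenozide at 100 nM final. Compounds titrated; aggregates sized 1–25 µm scored on a 488 nm laser cytometer.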
# HTT ATP protect – qHTS Multiplex Assay to Identify Dual Action Probes in a Cell Model of Huntington: Cytoprotection (ATP). PC12 HTT-Q103 induced, cytoprotection, ATP luminescence, 40 h. Potency, µM (series often up to 56.4 µM), inactives show cytoprotection (ATP increase), hits mostly activators. hit rate 0.14% among 230,000;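 also: % of control where 0% means no effect; nearly all actives have a fitted effect of over 45% in size; toxic huntingtin expression switched on by the ecdysone agonist tebufenozide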
#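 Cells were plated at 1500 per well in phenol red-free DMEM with 5% equine and 5% calf serum. Tebufenozide (100 nM final) and compounds were added, then ATPlite reagent, and luminescence was read.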
# Tau fibril FP – qHTS for Inhibitors of Tau Fibril Formation, Fluorescence Polarization; hit rate 0.39% among 280,000; Potency, µM (highest dose often 57.7 µM), inactives show at the highest dose activity, negative = inhibition, most hits filed as inhibitors; AID 1468, 2008; K18 P301L tau heparin fibrillization, Alexa594 FP, 6 h; also: % is scaled to controls: 0 for no effect and ±100 for the full control effect; nearly all actives have a fitted effect of over 55% in size
# Target sequence (P10636 561-689 P618L limits assumed): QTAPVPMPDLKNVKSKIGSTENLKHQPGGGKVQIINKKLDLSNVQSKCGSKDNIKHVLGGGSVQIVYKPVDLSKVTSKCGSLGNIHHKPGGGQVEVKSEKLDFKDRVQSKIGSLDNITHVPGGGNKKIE
#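 Compound effects on tau fibrillization are measured by Alexa 594 fluorescence polarization (ex 555, em 632 nm). K18 P301L tau is used at 15 uM with 0.24 uM labeled tracer, and 20 uM heparin induces aggregation over 6 hr at 37 C.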
# Tau fibril ThT – qHTS for Inhibitors of Tau Fibril Formation, Thioflavin T Binding. Microtubule-associated protein tau (Homo sapiens), P10636. recombinant tau K18 P301L, heparin-induced fibrillization, ThT fluorescence. Potency, µM (series often up to 57.4 µM), without a hit: at the highest dose activity, negative = inhibition, hits mostly inhibitors. hit rate 2.1% among 270,000; also: % is scaled to controls: 0 for no effect and ±100 for the full control effect; nearly all actives have a fitted effect of over 55% in size
#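 Fibril formation assay: tau K18 P301L at 15 uM with trace Alexa 594 label, heparin inducer 20 uM, pH 7 sodium acetate buffer, 37 C for 6 hr; endpoint ThT signal.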
# SMN2 splice up – qHTS Assay for Enhancers of SMN2 Splice Variant Expression; HEK293 SMN2-luciferase splicing reporter, luminescence, 30-36 h; hit rate 2.8% among 210,000; AID 1458, 2008; Potency, µM (doses to about 46.1 µM), without a hit: at the top dose activity change, positive = activation, actives largely listed as activators; also: % of control where 0% means no effect; nearly all actives have a fitted effect of over 55% in size
#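 HEK293 cells carry an SMN2 minigene-luciferase reporter in which exon 7 inclusion puts luciferase in frame. Cells were seeded at 2000 cells/well, attached for 10-12 hours, then exposed to compounds for 30-36 hours at 37C before ONE-Glo luminescence.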
# Tau fluor cs – Counterscreen qHTS for Inhibitors of Tau Fibril Formation, Fluorescence Polarization; AID 1463, 2008; Potency, µM (doses to about 57.7 µM), inactives show at the highest dose activity change, negative = decrease; hit rate 0.93% among 280,000; tau K18 P301L Alexa594 fluorescence, heparin fibrillization; also: % is scaled to controls: 0 for no effect and ±100 for the full control effect; nearly all actives have a fitted effect of over 55% in size
#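 Human tau K18 P301L (15 uM unlabeled, 0.24 uM Alexa 594-labeled) in 100 mM sodium acetate pH 7 with 20 uM heparin, 6 hr at 37 C. ThT 30 uM added, 1 hr ambient; Alexa 594 FP and total fluorescence read at 555/632 nm.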
# KDM4E inh – qHTS Assay for Inhibitors of Human Jumonji Domain Containing 2E (JMJD2E) | JMJD2E catalytic domain, FDH-coupled NADH fluorescence (FDH is formaldehyde dehydrogenase) | Lysine-specific demethylase 4E (Homo sapiens), B2RXH2 | AID 2147, 2009 | Potency, µM (highest dose often 57.1 µM), for inactives: top-dose activity change, negative = inhibition, hits mostly inhibitors | hit rate 1.6% among 230,000; active = well fitted inhibition curve with a large enough effect, not every such curve was filed as active; inconclusive = small, poorly fitted or top-dose-only effect, or another doubt; inactive = no such curve, though single readings can be large or run the other way;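 also: 0% = wells with enzyme and -100% = buffer wells without enzyme; nearly all actives have a fitted effect of over 50% in size; many of its hits are not listed in these tables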
# Target sequence (B2RXH2 1-337 limits assumed): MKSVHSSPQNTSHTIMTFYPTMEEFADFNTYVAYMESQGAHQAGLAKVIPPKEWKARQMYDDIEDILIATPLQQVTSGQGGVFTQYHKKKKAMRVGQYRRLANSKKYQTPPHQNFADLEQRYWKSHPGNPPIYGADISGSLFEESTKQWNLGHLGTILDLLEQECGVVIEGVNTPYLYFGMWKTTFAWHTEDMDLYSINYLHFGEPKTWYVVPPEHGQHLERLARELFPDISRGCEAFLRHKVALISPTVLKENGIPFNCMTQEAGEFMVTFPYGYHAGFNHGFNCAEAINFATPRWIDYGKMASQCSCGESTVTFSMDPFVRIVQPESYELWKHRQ
# ALDH1A1 inh – qHTS Assay for Inhibitors of Aldehyde Dehydrogenase 1 (ALDH1A1); Aldehyde dehydrogenase 1A1 (Homo sapiens), P00352; Purified ALDH1A1, NADH fluorescence, propionaldehyde substrate; Potency, µM (doses to about 75.3 µM), inactives show at the highest dose activity, negative = inhibition, actives largely listed as inhibitors; hit rate 7.3% among 220,000; AID 1030, 2008; active = well fitted inhibition curve with a large enough effect, not every such curve was filed as active; inconclusive = small, poorly fitted or top-dose-only effect, or another doubt; inactive = no such curve, though single readings can be large or run the other way;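 also: plate controls were no enzyme wells and a reference inhibitor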
# Target sequence (P00352 whole entry, looked up): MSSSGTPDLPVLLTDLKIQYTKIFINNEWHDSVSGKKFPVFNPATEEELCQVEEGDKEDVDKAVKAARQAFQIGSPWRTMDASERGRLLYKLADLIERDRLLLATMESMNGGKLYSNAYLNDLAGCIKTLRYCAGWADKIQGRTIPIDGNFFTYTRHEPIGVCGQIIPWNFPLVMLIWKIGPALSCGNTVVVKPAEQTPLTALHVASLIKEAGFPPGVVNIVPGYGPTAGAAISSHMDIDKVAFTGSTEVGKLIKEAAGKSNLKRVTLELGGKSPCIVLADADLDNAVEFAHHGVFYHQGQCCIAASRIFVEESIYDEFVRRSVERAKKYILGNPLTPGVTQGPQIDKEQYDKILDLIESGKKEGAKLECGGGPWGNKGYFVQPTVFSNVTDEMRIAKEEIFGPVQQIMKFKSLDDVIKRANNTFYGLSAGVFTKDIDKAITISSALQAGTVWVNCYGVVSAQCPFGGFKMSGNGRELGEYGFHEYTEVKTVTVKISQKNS
# An asterisk follows results filed as active; ? = inconclusive; . = not tested or not shown; & = joins results of further samples; [ ] = remark or other dose. Unless noted, calls follow the shape of the dose curve; as a rule, active = well fitted curve in the direction sought with a large enough effect; inconclusive = small, poorly fitted or top-dose-only effect, or another doubt; inactive = no such curve, though single readings can be large; an effect the other way counts as inactive or inconclusive. Potency is read from the fitted curve at half-maximal effect. This is a subset; rates above refer to the full screens.
# Values run as follows: HTT aggregate, KDM4E inh, SMN2 splice up, Tau fluor cs, ALDH1A1 inh, Tau fibril FP, HTT ATP protect, Tau fibril ThT
COc1ccc(C(=O)/C=C(/C)N(C)C)cc1
  -24%, -1%, -1%, 0%, 8%, -6%, 15%, -13%
NS(=O)(=O)c1ccc(CCNC(=O)c2ccc(C#CC3(O)CCCCC3)cc2)cc1
  ?, 3%, -54%[inhibitor], -18%, -11%, 7%, ., ?
CCc1ccccc1Nc1nc2ccccc2n2cnnc12
  ., ., 22%, -18%, ., -1%, ., -7%
CN(C)c1ccc(/C=C/c2ccc3ccccc3n2)cc1
  -5%[9.22 µM], 22µM*, ., ?, ., 4%, -88%[inhibitor][10 µM], ?
CCOc1ccc(NC(=O)Cn2cnc3sc(C)c(S(=O)(=O)N4CCN(c5ccccc5OC)CC4)c3c2=O)cc1
  ., ., 6%, ?, ., 9%, ., ?
c1ccc(C(c2nnnn2C2CCCC2)N2CCN(c3nc4ccccc4s3)CC2)cc1 (stereo unspecified)
  1%, 1%, -35%, -18%, 14µM*, 0%, -3%[10 µM], -16%
CCCCOc1ccc(NC(=O)CSCC(=O)OCC)cc1
  10%, -5%, -10%, -10%, ?, -2%, -6%[10 µM], -15%
CCOC(=O)N1CCN(S(=O)(=O)c2ccc3[nH]c(=O)oc3c2)CC1
  -5%[9.22 µM], 8%, ., -7%, ., -2%, -10%[10 µM], -1%
CCN1C(C)=C(C(=O)OC)C(c2ccccc2)N2C(=O)[C@@]3(C(=O)OC)O[C@@]12C1C(=O)CCCC13 (stereo partly specified)
  ., ., ., -6%[11.6 µM], -1%[13.5 µM], -14%[11.6 µM], 1%[10 µM], ?
O=C(CSc1ccc(F)cc1)NCCSc1ccccc1
  ?, -15%, -10%, -12%, ?, 12%, 6%, -8%
O=C(NN=C1CCCC1)c1cccs1
  0%, -7%, 32%, 5%, 34%[activator], -3%, 8%[10 µM], 5%
Cc1ccc(C)c(-n2c(SCC(=O)NC(C(=O)O)C(C)C)nnc2-c2cccc(Cl)c2)c1 (stereo unspecified)
  19%, 5%, 14%, 6%, -8%, 7%, -11%[10 µM], 4%
CCc1ccc(S(=O)(=O)c2cnc3ccc(OC)cc3c2N2CCCC(C)C2)cc1 (stereo unspecified)
  ., ., -21%, -18%, ., -2%, ., -13%
C[C@@H]1CCC2[C@](C)(CO)C(O)CC[C@@]2(C)[C@@]12CC[C@](CO)(CCO)O2 (stereo partly specified)
  ., 5%, -1%, -2%, 3%, -4%, ., 0%
Cc1cc(C)c2c(=O)cc(C(=O)Nc3ccc(C)c(Cl)c3)oc2c1
  ., ., 7%, ?, ., ?, ., -10%
Cc1nc2ccc(NC(=S)N3CCCC3)cc2nc1C
  9%[9.22 µM], ?, ., -3%, ?, -7%, -1%[10 µM], -13%
C/C(=N\OCC(=O)Nn1c(C)nc2ccccc2c1=O)c1ccccc1
  -3%, 4%, 8%, -7%, -13%, -1%, ., -14%
Cc1ccc(OC(=O)c2ccc(C)c([N+](=O)[O-])c2)cn1
  3%, 11%, 11%, -27%, 6%, 5%, 16%[10 µM], ?
COc1cccc(-c2noc(-c3ccc4c(c3)OCO4)n2)c1
  15%, -15%, ., -27%, -9%, ?, -58%[inhibitor][10 µM], -21%
Cc1ccc(C(=O)Nc2ccc(Br)cc2)cc1S(=O)(=O)NCc1ccccc1
  ., ., -44%[inhibitor], ?, ., ?, ., 2%
COc1ccccc1C1CC(=O)NC(C)=C1C(=O)OC(C)C (stereo unspecified)
  19%[9.22 µM], 0%, ., -11%, 4%, -2%, 14%[10 µM], -10%
CCCC(=O)NC(=S)NNC(=O)c1ccc([N+](=O)[O-])cc1
  -4%, 2%, -21%, 0%, 18µM*, 2%, 37%[10 µM], -15%
COC(=O)c1sccc1NC(=O)c1ccc(Br)s1
  -15%, -1%, 14%, -9%, -7%, -11%, -18%, -6%
O=C1c2ccccc2-c2n[nH]c3cccc1c23
  -8%, ?, 10%&-2%&10%, ?, 3.2µM*, 9%&-4%&2%&-3%, -58%[inhibitor], ?
Cn1cc(CN(CCO)Cc2cccs2)c(-c2cccc(Cl)c2)n1
  -1%, ?, ., -13%, 0%, -6%, -22%, -9%
CCOC(=O)N1CCN(c2c(NCCCN3CCCCCC3)c(=O)c2=O)CC1
  0%, -3%, 19%, -7%, 12%, 1%, -5%, -12%
CNC(=O)c1ccccc1-c1cn(C)c2ccccc2c1=O
  -16%, ?, 5%, 3%, -8%, 5%, -2%[10 µM], 1%
N#Cc1c(NC(=O)C2CC(c3ccccc3O)=NO2)sc2c1CCC2 (stereo unspecified)
  -9%, -20%, -13%, ?, 11µM*, -13%, 7%[10 µM], -15%
CC(Sc1ccsc1[N+](=O)[O-])C(=O)N1CCN(c2ccccn2)CC1 (stereo unspecified)
  ?, 14%, 10%, -16%, -8%, -5%, ., ?
N#C/C(=C\c1ccc(-c2ccc([N+](=O)[O-])cc2Br)o1)C(=O)N1CCN(c2ccccc2)CC1
  6%, -4%, -4%, ?, 12%, 16%, 4%[10 µM], ?
CCOC(=O)c1[nH]c2ccc(OCC)cc2c1NC(=O)CN1CCN(c2ccccc2)CC1
  14%, ?, -3%, ?, ?, -5%, -11%[0.074 µM], -18%
COC(=O)c1cc(S(=O)(=O)N2CCOCC2)ccc1Sc1ccccc1N
  -3%, -2%, 0%, -23%, ?, -1%, 16%, -4%
COCCCn1c(-c2ccc(OC)cc2)nc2nc3ccccc3nc21
  -4%, ?, ?, -8%, ?, 6%, -12%[0.074 µM], -8%
O=C(CCCC(=O)N(CC(=O)NC1CCCCC1)Cc1ccc2c(c1)OCO2)Nc1ccccn1
  1%, 2%, ?, -1%, ?, 6%, 12%[10 µM], -3%
CCOc1ccc(CN(C(=O)c2cc(=O)c3cc(Cl)ccc3o2)C2CCS(=O)(=O)C2)cc1 (stereo unspecified)
  ., ., ?, -17%, ., -1%, ., -16%
O=C(N/N=C/c1ccccc1C(=O)O)C(=O)N1CCCCC1
  4%, 1%, -2%, 6%, 2%, -6%, -17%, 14%
CNC(=O)COc1ccc(NC(=O)c2ccc(-c3nn(C)c(=O)c4ccccc34)cc2)cc1
  ., ., 3%, -5%, ., 1%, ., -13%
CCCSc1nnc(-c2ccccc2NC(=O)CC)c(=O)[nH]1
  12%, -4%, ?, -2%, -1%, -2%, 0%[0.074 µM], 2%
Cc1ccc2cc3cc(C(=O)N(C)c4ccccc4C)oc3nc2c1
  ., ., 16µM*, -9%, ., 3%, ., ?
CCC(=O)N=c1sc2ccccc2n1-c1ccccc1
  -15%[9.22 µM], 2%, ., 5%, 0%, 3%, -13%[10 µM], -1%
COC(=O)c1cc2c(N)c(C(=O)c3ccc(Cl)cc3)sc2nc1C(OC)OC
  6%[9.22 µM], -4%, ., ?, ., -9%, 0%[10 µM], ?
COc1ccccc1C(=O)Nc1ccc(N2CCN(Cc3ccccc3)CC2)cc1
  15%, 4%, -16%, ?, -4%, 13%, -22%[0.074 µM], ?
CCc1ccc(S(=O)(=O)N(C(C)=O)c2ccc3oc4c(c3c2)CCCC4)cc1
  ., ., -2%, -21%, ., -11%, ., ?
COc1cccc(CN2CCN(Cc3nc4c(s3)CCCC4)CC2CCO)c1 (stereo unspecified)
  10%[9.22 µM], -23%, ., 3%, 2%, -7%, 37%[10 µM], 2%
COc1cccc(-c2n[nH]c3c2C(c2cccc(O)c2)N(C)C3=O)c1 (stereo unspecified)
  ., ., ?, -2%, ., 0%, ., 5%
C[C@@H](C(=O)NCC1CC1)[C@H]1C[C@]1(C)[C@H](NC(=O)OCc1ccccc1)c1ccccc1
  -7%, 4%&16%, -22%&-25%, -15%&-22%, 18µM*, 2%&7%, 9%, ?
O=C(CN1CCCCC1)Nc1scc2c1c(=O)oc1ccccc12
  -2%[9.22 µM], -18%, ., -21%, 5%, -3%, -6%[10 µM], -15%
Cn1c(SCC(=O)Nc2cccc3ccccc23)nc(O)cc1=O
  -1%, 2%, -15%, -9%, 7%, -10%, 8%[10 µM], -15%
O=C(Nc1ccccc1)C1CCCN(C(=O)c2ccc(Cl)cc2)C1 (stereo unspecified)
  2%, -5%, -8%, -1%, -2%, 7%, -16%, -1%
O=C(CCC(=O)OCC(=O)c1ccc(F)cc1)NC1CCCCC1
  20%, 2%, -21%, -13%, ?, 2%, -6%, -12%
CCn1c2ccccc2c2nc3cc(OC)c(OC)cc3nc21
  4%, -9%, ., -11%, ?, 3%, -15%, -9%
COC(=O)c1ccc(N=C2S/C(=C\c3cc(C)n(-c4cccnc4)c3C)C(=O)N2C)cc1
  4%, 3%, -13%, -7%, -6%, 1%, -32%, -14%
CN(CC(=O)Nc1ccc(Cl)cc1)CC(=O)Nc1cc(Cl)ccc1C#N
  ?, 2%, -20%, -23%, ?, -5%, -23%, 0%
O=C(Nc1ccc2c(c1)OCO2)c1c(Cl)nc2sccn12
  -12%, ?, ?, 0%, 10%, -2%, -22%, -12%
CC[C@H](C)[C@@H]1NC(=O)c2cc([N+](=O)[O-])cc(F)c2OCC[C@@H](C(N)=O)NC(=O)[C@H](CCCCN)NC1=O
  -8%, 0%, -7%, -14%, 3%, -12%, ., -16%
Cc1ccccc1-c1cc(C(=O)n2cccn2)c2cc(Cl)ccc2n1
  -10%, -4%, ?, 1%, 7%, -3%, -50%[inhibitor], -5%
CCOc1ccccc1NC(=O)C1CCN(S(=O)(=O)c2c(C)noc2/C=C/c2ccco2)CC1
  ., ., 2%, -24%, ., -8%, ., -6%
O=C(Nc1ccc(N2CCN(C(=O)c3cccs3)CC2)cc1)c1cccnc1
  -29%, -1%, 0%, -12%, 1%, 5%, 10%[10 µM], ?
